High-throughput results from PubChem BioAssay.
TrxR1 substrate: is turned over as a substrate by rat TrxR1. O89049. purified TrxR1 substrate turnover, NADPH consumption readout. Potency, µM (highest dose often 114 µM), inactives show top-dose activity change, negative = substrate turnover. 0.01% of 390,000 active. AID 588456; also: potency is read from the fitted curve at half-maximal effect; % is scaled to controls: 0 for no effect and ±100 for the full control effect; nearly all actives have a fitted effect of over 50% in size
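Rat TrxR1, dispensed at 90 nM, was prereduced with 400 uM NADPH (final) for 5 min at ~22 deg C, then incubated with compound 15 min before 400 uM selenite. A first-read NADPH fluorescence drop versus no-compound background flagged substrates.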
mIDH1 inhibitor: blocks human mutant IDH1 R132H enzyme; IDH1-R132H enzyme, NADPH consumption, diaphorase/resazurin fluorescence; O75874; Potency, µM (top dose mostly 76.6 µM), for inactives: at the highest dose activity change, negative = inhibition, actives largely listed as inhibitors; AID 602179; 0.093% of 390,000 active; also: potency is read from the fitted curve at half-maximal effect; % is scaled to controls: 0 for no effect and ±100 for the full control effect; nearly all actives have a fitted effect of over 65% in size
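IDH1-R132H (0.5 ug/mL) preincubated 30 min with compound, then NADPH (0.016 mM) and alpha-KG (2 mM) added; 80 min at RT, pH 7.5. Remaining NADPH coupled via diaphorase/resazurin to fluorescence (540/590 nm); concentration-response curves normalized to no-enzyme control.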
USP1-UAF1 inh: blocks the human USP1/UAF1 deubiquitinase complex. O94782. recombinant USP1/UAF1, Ub-Rhodamine cleavage fluorescence. Potency, µM (doses to about 57.1 µM), inactives show at the top dose activity change, negative = inhibition, hits mostly inhibitors. 0.23% of 390,000 active. AID 743255; also: potency is read from the fitted curve at half-maximal effect; % is scaled to controls: 0 for no effect and ±100 for the full control effect; nearly all actives have a fitted effect of over 60% in size; inactives centre near -12
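1 nM enzyme complex + cpd, 15 min RT; start with Ub-Rho 150nM final; kinetic fluorescence ex 480/em 540, 6 reads q60 s. Buffer 50mM HEPES pH 7.8, 0.5mM EDTA, 0.1 mg/ml BSA, 1mM TCEP, 0.01% Tween-20.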
GLS inh: blocks human kidney-isoform glutaminase activity; O94925; GLS enzymatic activity, qHTS titration; Potency, µM (doses to about 45.5 µM), without a hit: top-dose activity change, negative = inhibition, actives largely listed as inhibitors; 0.21% of 410,000 active; AID 624170; also: potency is read from the fitted curve at half-maximal effect; % is scaled to controls: 0 for no effect and ±100 for the full control effect
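Glutamate formation by hKGA was monitored fluorometrically using coupled glutamate oxidase, HRP and Amplex Red. Substrate was added as 1 mM L-glutamine solution; incubation was 30 min at RT after an initial read.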
Tb PGK inh: inhibitors of T. brucei phosphoglycerate kinase; P07378; 0.043% of 380,000 active; PGK/GAPDH coupled, Kinase-Glo luminescence, 60 min; AID 602233; Potency, µM (series often up to 57.5 µM), without a hit: at the top dose activity change, negative = inhibition, hits mostly inhibitors; also: potency is read from the fitted curve at half-maximal effect; % is scaled to controls: 0 for no effect and ±100 for the full control effect; nearly all actives have a fitted effect of over 60% in size
Target sequence (P07378 whole entry, looked up): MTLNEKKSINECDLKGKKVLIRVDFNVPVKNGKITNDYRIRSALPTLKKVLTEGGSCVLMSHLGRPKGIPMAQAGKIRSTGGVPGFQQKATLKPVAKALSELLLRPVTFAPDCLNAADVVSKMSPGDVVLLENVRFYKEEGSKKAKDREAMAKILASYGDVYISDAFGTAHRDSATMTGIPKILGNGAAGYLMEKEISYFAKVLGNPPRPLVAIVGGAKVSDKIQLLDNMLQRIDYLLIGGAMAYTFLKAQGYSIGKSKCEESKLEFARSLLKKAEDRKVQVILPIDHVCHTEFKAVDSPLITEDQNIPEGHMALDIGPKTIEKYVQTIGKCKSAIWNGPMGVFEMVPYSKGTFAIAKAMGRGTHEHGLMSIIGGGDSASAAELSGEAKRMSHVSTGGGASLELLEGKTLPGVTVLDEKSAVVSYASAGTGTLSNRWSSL
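Recombinant glycosomal PGK reaction used 1,3-bisphosphoglycerate generated in-well by GAPDH (100nM final) in 100mM TEA pH 7.6, 5mM MgCl2, 0.01% Tween-20. After 60 minutes at room temperature, ATP was read by Kinase-Glo Plus luminescence end-point.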
Pin1 inh: blocks the human prolyl isomerase Pin1; Pin1 FP peptide displacement, HiFluor488, 10 min; Potency, µM (top dose mostly 115 µM), for the others: at the top dose activity, negative = inhibition, most hits filed as inhibitors; 0.009% of 390,000 active; Q13526; AID 504891; active = well fitted inhibition curve with a large enough effect in the polarisation, with a control signal flat, not every such curve was filed as active; inconclusive = small, poorly fitted or top-dose-only effect, or effect the other way, or a change in a side signal; inactive = no such curve, though single readings can be large or run the other way; the % refers to the polarisation; also: potency is read from the fitted curve at half-maximal effect; % is scaled to controls: 0 for no effect and ±100 for the full control effect
HP1b binding inh: blocks HP1-beta chromodomain binding to methylated histone tails; 0.56% of 390,000 active; AID 540317; P83916; AlphaScreen HP1-beta / biotin-H3K9me3 peptide binding; Potency, µM (doses to about 114 µM), without a hit: at the top dose activity change, negative = inhibition, most hits filed as inhibitors; also: potency is read from the fitted curve at half-maximal effect; nearly all actives have a fitted effect of over 70% in size; inactives centre near 23
Target sequence (P83916 whole entry, looked up): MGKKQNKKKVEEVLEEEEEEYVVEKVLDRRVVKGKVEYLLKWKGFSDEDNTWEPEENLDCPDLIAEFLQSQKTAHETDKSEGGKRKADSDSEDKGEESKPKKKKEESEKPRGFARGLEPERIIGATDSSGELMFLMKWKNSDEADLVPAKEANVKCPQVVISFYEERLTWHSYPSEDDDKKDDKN
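AlphaScreen: HP1-beta (50 nM) preformed 30 min with biotin-H3(1-18)K9me3 peptide (50 nM) in PBS pH 7.4, 0.01% Tween-20. Compound added for 30 min at RT, then streptavidin donor/nickel chelate acceptor beads (10 ug/mL) for 30 min.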
PI4K2A block: PI4K2A (human) kinase inhibition; purified PI4K2A, ADP-Glo luminescence, 1 h; hits give low values; activity change, negative = inhibition, % at 76.9 µM; 0.13% of 420,000 active; in the data active = activity change below about -50%; inconclusive = mostly about -30% to -49%;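 also: -100% = wells without enzyme as full effect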
Target sequence (Q9BTU6 whole entry, looked up): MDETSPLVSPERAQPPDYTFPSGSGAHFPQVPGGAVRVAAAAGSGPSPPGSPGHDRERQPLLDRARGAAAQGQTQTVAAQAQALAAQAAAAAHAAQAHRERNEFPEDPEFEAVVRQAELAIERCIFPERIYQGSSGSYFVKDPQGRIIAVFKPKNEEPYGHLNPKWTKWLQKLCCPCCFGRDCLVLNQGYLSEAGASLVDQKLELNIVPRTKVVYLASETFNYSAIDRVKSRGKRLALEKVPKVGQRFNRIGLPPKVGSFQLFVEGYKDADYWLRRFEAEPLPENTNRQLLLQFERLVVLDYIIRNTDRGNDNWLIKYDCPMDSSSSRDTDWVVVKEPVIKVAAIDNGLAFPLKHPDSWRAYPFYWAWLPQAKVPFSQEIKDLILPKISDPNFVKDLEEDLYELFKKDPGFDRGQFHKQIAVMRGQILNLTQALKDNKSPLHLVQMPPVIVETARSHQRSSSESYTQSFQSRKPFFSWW
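In this quantitative HTS, ADP production by PI4K2A was quantified luminescently after 1 h at ambient temperature; 100 microM adenosine served as plate-quality control.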
TrxR1 inh: blocks rat thioredoxin reductase 1 | O89049 | recombinant rTrxR1, NADPH fluorescence consumption, selenite substrate | Potency, µM (highest dose often 114 µM), for the others: top-dose activity change, negative = inhibition, actives largely listed as inhibitors | 1% of 390,000 active; also: potency is read from the fitted curve at half-maximal effect; % is scaled to controls: 0 for no effect and ±100 for the full control effect; nearly all actives have a fitted effect of over 65% in size
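Rat TrxR1 (90 nM in the dispensed reagent) was pre-reduced with 400 uM NADPH for 5 min at room temperature, then incubated with compound for 15 min. After 400 uM selenite was added, NADPH fluorescence (Ex 340/Em 450 nm) was followed for 8 min.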
Numbers without * were called inactive; i = inactive; ? = inconclusive; . = no result given; [ ] = remark or other dose. Unless noted, calls follow the shape of the dose curve; as a rule, active = well fitted curve in the direction sought with a large enough effect; inconclusive = small, poorly fitted or top-dose-only effect, or another doubt; inactive = no such curve, though single readings can be large; an effect the other way counts as inactive or inconclusive.

SMILES	TrxR1 substrate	mIDH1 inhibitor	USP1-UAF1 inh	GLS inh	Tb PGK inh	Pin1 inh	HP1b binding inh	PI4K2A block	TrxR1 inh
CN(C)C(CNC(=S)Nc1ccccc1Cl)c1cccnc1 (stereo unspecified)	-2%	3%	-2%	-2%	-3%	1%	13%[57 µM]	0	-6%
O=C(CCCN1CCOCC1)c1ccc2c(c1)OCCO2	10%	-1%	-5%	-3%	-8%	-5%	18%	-3	8%
COc1ccc(C(O)c2nccn2C)cc1 (stereo unspecified)	10%	0%	-5%	1%	.	5%	-2%	-2	27%
CCOc1ccc(CN2CCNC(=O)C2CC(=O)NCCc2ccccn2)cc1 (stereo unspecified)	0%	-2%	-5%	0%	8%	-15%	46%[activator]	-1	-21%
COc1ccc(C(=O)NCCc2sc(-c3ccc(F)cc3)nc2C)cc1OC	3%[57.1 µM]	0%	?	-4%	i	-4%	13%	0	14%[57.1 µM]
CC(C)c1ccc(C(C(=O)NC2CCCCC2)N(C(=O)c2ccccn2)c2cccnc2)cc1 (stereo unspecified)	6%[57.1 µM]	12%	?	-14%	5%	2%	16%	-3	14%[57.1 µM]
CS(=O)(=O)N(Cc1ccc(C(=O)NCCSCc2ccco2)cc1)c1ccccc1	-2%	-6%	-14%	2%	-6%	-2%	3%	0	0%
CCCCNS(=O)(=O)c1cc(-c2nn(C)c(=O)c3ccccc23)ccc1C	-3%	0%	-22%	-6%	-17%	-7%	22%	9	8%
Cc1cc(C)c2c(N)c(C(=O)Nc3c(C)n(C)n(-c4ccccc4)c3=O)sc2n1	-4%	7%	1%	6%	4%	2%	26%	-2	-1%
O=S(=O)(c1ccc(SCCOc2ccc(Br)cc2)nc1)N1CCCC1	-1%	1%	-19%	4%	0%	15%	87%[activator]	1	-3%
CCOc1ccc2nc(N3CCCC(C(=O)NCCc4ccc(Cl)cc4)C3)sc2c1 (stereo unspecified)	-1%	-19%	-12%	1%	1%	0%	27%	0	9%
CCCc1nnc(NC(=O)Nc2ccccc2OC)s1	-1%	3%	-13%	9%	5%	2%	27%	-1	1%
Cc1ccc(NC(=O)CN2C(=O)NC(C)(C3CC3)C2=O)c([N+](=O)[O-])c1 (stereo unspecified)	15%	11%	-16%	-2%	-2%	2%	43%[activator]	-2	18%
CCn1c(SCC(=O)Nc2ccc(S(=O)(=O)Nc3ccccn3)cc2)nnc1-c1ccncc1	9%[57.1 µM]	3%	-14%	0%	-7%	-5%	24%	1	11%[57.1 µM]
O=C(NN=Cc1cc(Cl)ccc1[N+](=O)[O-])c1cccc2ccccc12	6%[11.4 µM]	9%	-20%	0%	-2%	-7%	37%	1	8%[11.4 µM]
COc1ccc(CNC(=O)c2ccc(N3CCC4(CC3)CC(c3ccc(Cl)cc3)=NO4)c(NC(=O)Cc3ccc(F)cc3)c2)cc1	1%	-7%	11%	15%	9%	16%	36%	-1	18%
OCCNc1ncnc2c1ncn2Cc1ccccc1	4%	9%	-7%	-3%	-5%	-5%	30%	1	22%
CCOc1ccccc1N(CC)C(=O)Cn1ncc2c1-c1ccccc1OC2	2%	-6%	-27%	9%	-2%	-3%	43%[activator]	4	14%
CN(C(=O)COc1ncnc2sccc12)c1ccccc1	0%	-6%	-16%	0%	i	6%	49%[activator]	-8	23%
COC(=O)c1nc2n(n1)C(c1cc(OC)ccc1OC)C(C(=O)OC1CCCCC1)=C(C)N2 (stereo unspecified)	-10%	-3%	-21%	.	i	-4%	8%	1	-10%
COC(=O)c1c(NC(=O)c2cccs2)sc2c1CCCC2	14%[57.1 µM]	-1%	-9%	-5%	0%	9%	184%[activator]	-2	13%[57.1 µM]
O/N=C1\CCC\C1=C/c1ccco1	4%	4%	-19%	-6%	11%	0%	3%	5	?
O=C(Nc1ccc(C(=O)O)cc1)/C(=C\c1ccco1)NC(=O)c1ccco1	-15%	2%	-11%	-14%	-2%	3%	3%	-2	?
CCCCN(CC)C(=O)c1ccc2c(c1)OCO2	9%[57.1 µM]	2%	-11%	5%	1%	-7%	34%	5	6%[57.1 µM]
Cc1onc(CO)c1C(=O)Nc1nccs1	-5%	-9%	-10%	-10%	-2%	3%	35%	1	-5%
CCc1n[nH]c(=S)n1/N=C/c1ccc(N(C)c2ccccc2)cc1	-5%	1%	-19%	-7%	-5%	9%	-25%	5	8%[57.1 µM]
CC1(c2ccccn2)Nc2ccccc2-c2nc3ccccc3n21 (stereo unspecified)	390%[activator]	5%	-19%	-3%	2%	1%	43%[activator]	-6	50%[activator]
O=C1c2ccccc2NC(c2ccc3c(c2)OCO3)N1O (stereo unspecified)	0%	5%	-15%	23%	i	0%	33%	-3	-1%
Cc1nc(Nc2ccc(Cl)cc2)c2oc3ccccc3c2n1	24%	-1%	-23%	8%	-10%	2%	-6%[57 µM]	3	14%
O=C(COC(=O)CCC(=O)c1ccc(Cl)cc1)NCCc1ccccc1	-2%	-5%	-6%	7%	6%	1%	34%[activator]	-3	22%

In a second layout: entries from further up.
Value order – TrxR1 substrate | mIDH1 inhibitor | USP1-UAF1 inh | GLS inh | Tb PGK inh | Pin1 inh | HP1b binding inh | PI4K2A block | TrxR1 inh
O/N=C1\CCC\C1=C/c1ccco1
    4% | 4% | -19% | -6% | 11% | 0% | 3% | 5 | ?
O=C(Nc1ccc(C(=O)O)cc1)/C(=C\c1ccco1)NC(=O)c1ccco1
    -15% | 2% | -11% | -14% | -2% | 3% | 3% | -2 | ?
CCCCN(CC)C(=O)c1ccc2c(c1)OCO2
    9%[57.1 µM] | 2% | -11% | 5% | 1% | -7% | 34% | 5 | 6%[57.1 µM]
Cc1onc(CO)c1C(=O)Nc1nccs1
    -5% | -9% | -10% | -10% | -2% | 3% | 35% | 1 | -5%
CCc1n[nH]c(=S)n1/N=C/c1ccc(N(C)c2ccccc2)cc1
    -5% | 1% | -19% | -7% | -5% | 9% | -25% | 5 | 8%[57.1 µM]

New compounds follow
SMILES	TrxR1 substrate	mIDH1 inhibitor	USP1-UAF1 inh	GLS inh	Tb PGK inh	Pin1 inh	HP1b binding inh	PI4K2A block	TrxR1 inh
O=C(NC1CCCC1)c1cccnc1N1CCCCCC1	5%	1%	-7%	13%	1%	-2%	29%	0	20%
O=C(CSc1nnc2ccc(-c3cccnc3)nn12)Nc1ccc(F)cc1	6%	3%	-15%	-5%	i	7%	33%	-5	19%
COc1ccc(S(=O)(=O)N(C)C[C@H]2Oc3c(NC(=O)Cc4ccccc4)cccc3C(=O)N([C@H](C)CO)C[C@@H]2C)cc1	-3%	-3%	-16%	-3%	-2%	4%	20%	-2	-13%
O=C(CC(Nc1ccc(F)cc1)C(=O)O)c1ccccc1 (stereo unspecified)	-1%	10%	-18%	?	4%	-5%	42%[activator]	-2	14µM*
Cc1ccc(NC(=O)CCCc2nc(-c3ccco3)no2)cc1Cl	-14%	20%	?	4%	i	-7%	18%	1	-6%
Cc1ccc(N(C(=O)CNC(=O)c2ccco2)C(C(=O)NC2CCCC2)c2cccnc2)cc1F (stereo unspecified)	-9%[57.1 µM]	5%	-18%	-7%	-8%	-4%	44%	-1	10%[0.0914 µM]
COc1ccc(C(O)P(=O)(OCCC(C)C)c2ccc(N(C)C)cc2)cc1 (stereo unspecified)	1%	7%	-17%	14%	2%	-1%	32%	-25	9%
CCOC(=O)CSc1nnc(-c2ccc(Cl)cc2Cl)o1	-1%	0%	-19%	-1%	-1%	-2%	94%[activator]	-4	19%
CCc1ccc(/C=C2\SC(=S)N(CCCC(=O)Nc3nccs3)C2=O)cc1	-8%	5%	-12%	-8%	-4%	?	40%	-1	-3%
COc1cc(N)c2ncccc2c1SC	.	9%	?	7%	-5%	.	.	-11	.
CCOc1ccc2ncc(S(=O)(=O)c3ccc(C)cc3)c(N3CCC4(CC3)OCCO4)c2c1	-6%	1%	?	-14%	-2%	15%	18%	-3	3%
Cc1ccccc1C(=O)NC(=S)Nc1ccc2[nH]c(=O)[nH]c2c1	-4%	14%	-11%	29%	1%	32%[activator]	36%	2	-35%
S=c1[nH]cc(Cc2ccccc2)s1	-13%	0%	-7%	3%	0%	0%	?	0	?
COc1ccccc1N(CC(=O)NCCSc1ccccn1)S(=O)(=O)c1ccccc1	0%[57.1 µM]	-3%	-18%	-2%	-10%	-1%	0%	1	0%[57.1 µM]
COc1ccc(/C=C(/NC(=O)c2ccccc2)C(=O)NC(Cc2c[nH]c3ccccc23)C(=O)O)cc1 (stereo unspecified)	-6%	13%	-20%	-4%	-1%	-9%	21%	-3	-4%
O=C(NCc1ccco1)c1ccc(NS(=O)(=O)c2cccc([N+](=O)[O-])c2)cc1	1%	-1%	-18%	-2%	i	-4%	19%	-7	-2%
O=C(CSc1nncs1)N1CCN(S(=O)(=O)c2ccccc2)CC1	-3%[57.1 µM]	1%	-11%	1%	i	-8%	44%[activator]	-11	12%[57.1 µM]
CCN(C(=O)CSc1nnc(COc2cccc(C)c2)o1)c1nc(C)cs1	5%	-9%	-16%	-11%	9%	2%	-15%	4	22%
O=C(CCSc1nc2ccccc2s1)N/N=C/c1c(O)ccc2ccccc12	-9%	1%	-6%	-6%	-2%	?	24%	6	1%
CNC(=O)c1ccc(-c2nc(-c3ccccc3)cs2)cc1	3%[57.1 µM]	-1%	-18%	10%	-1%	-6%	34%	7	0%[57.1 µM]

This is a subset; the hit share may differ from the screen's.
